USP2a block: USP2a (human) protease inhibition; Potency, µM (series often up to 38.3 µM), without a hit: top-dose activity change, negative = inhibition, most hits filed as inhibitors; O75604; USP2 core, Ub-CHOP2 coupled fluorogenic reporter, 485/531; hit rate 0.01% among 330,000;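 note: potency is the fitted concentration of half-maximal effect; plate controls were DMSO wells for no effect and full inhibition by NEM control for full effect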
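Cell-free coupled assay: 10nM USP2 core preincubated 30min RT with compound in Tris-HCl pH 8.0/CaCl2/CHAPS buffer, then 25nM Ub-CHOP2 and 25nM reporter substrate; fluorescence (Ex 485/Em 531) read after 60min RT, normalized to NEM inhibition, concentration-response curves fitted.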
ELG1 DNA repair: inhibitors of ELG1-dependent DNA repair in HEK293T cells; HEK293T ELG1-luciferase reporter, luminescence, 16 h; DNA damage induced by 5-fluorouridine; Potency, µM (titrated, usually from 46.1 µM), for the others: at the top dose activity change, negative = inhibition, usual class: inhibitors; hit rate 2.3% among 330,000; AID 504467; note: potency is the fitted concentration of half-maximal effect; % is set by controls: 0 for no effect and ±100 for the full control effect; nearly all actives have a fitted effect of over 55% in size
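Step one: seed 2,000 cells per well. Step two: pin-transfer compound or DMSO alongside 5-fluorouridine. Step three: incubate 16 hr, 37 °C, 5% CO2. Step four: add ONE-Glo, wait 30 min, read luminescence.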
Mito fusion act: mitochondrial division inhibition or fusion activation; S. cerevisiae fusion-defective mutant growth rescue, CellTiterGlo 48 h; Potency, µM (top dose mostly 46.1 µM), without a hit: at the highest dose growth rescue (activation), most hits filed as activators; hit rate 0.23% among 320,000; AID 485298;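 note: potency is the fitted concentration of half-maximal effect; % of control where 0% means no effect; nearly all actives have a fitted effect of over 45% in size; temperature-sensitive fusion mutants such as fzo1-1 at 37 °C on non-fermentable ethanol glycerol medium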
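Growth-rescue viability read-out: after 48 h at the non-permissive 37C in glycerol/ethanol YPEG, yeast mitochondrial fusion mutants are measured by CellTiterGlo luminescence; compounds (23 nl pinned per well) restoring growth score as division inhibitors or fusion activators.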
Eya2 inh: blocks the phosphatase activity of human Eya2; O00167; recombinant Eya2, OMFP fluorescence dephosphorylation (OMFP is methylfluorescein phosphate); Potency, µM (titrated, usually from 76.9 µM), for the others: at the top dose activity, negative = inhibition, most hits filed as inhibitors; hit rate 0.006% among 330,000; note: potency is the fitted concentration of half-maximal effect; % is set by controls: 0 for no effect and ±100 for the full control effect
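Eya2 protein (added as 0.2 uM solution) was preincubated with compound for 10 min at ambient temperature in 50 mM HEPES pH 7.5, 50 mM NaCl, 5 uM MgCl2, 0.05% BSA, 1 mM DTT. OMFP (added at 50 uM) then reacted 10 min; fluorescence read at 485/525 nm.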
hERG WT inh: inhibitors of human wildtype KCNH2 potassium channel | activity change, % at 1.84 µM | U2OS, BacMam KCNH2, thallium flux FluxOr; hits give low values | Q12809 | hit rate 0.37% among 340,000;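 active = maximum activity change below -70%; inconclusive = maximum activity change between -70% and -50%; inactive = maximum activity change above -50%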; note: % is set by controls: 0 for no effect and ±100 for the full control effect
Target sequence (Q12809 whole entry, looked up): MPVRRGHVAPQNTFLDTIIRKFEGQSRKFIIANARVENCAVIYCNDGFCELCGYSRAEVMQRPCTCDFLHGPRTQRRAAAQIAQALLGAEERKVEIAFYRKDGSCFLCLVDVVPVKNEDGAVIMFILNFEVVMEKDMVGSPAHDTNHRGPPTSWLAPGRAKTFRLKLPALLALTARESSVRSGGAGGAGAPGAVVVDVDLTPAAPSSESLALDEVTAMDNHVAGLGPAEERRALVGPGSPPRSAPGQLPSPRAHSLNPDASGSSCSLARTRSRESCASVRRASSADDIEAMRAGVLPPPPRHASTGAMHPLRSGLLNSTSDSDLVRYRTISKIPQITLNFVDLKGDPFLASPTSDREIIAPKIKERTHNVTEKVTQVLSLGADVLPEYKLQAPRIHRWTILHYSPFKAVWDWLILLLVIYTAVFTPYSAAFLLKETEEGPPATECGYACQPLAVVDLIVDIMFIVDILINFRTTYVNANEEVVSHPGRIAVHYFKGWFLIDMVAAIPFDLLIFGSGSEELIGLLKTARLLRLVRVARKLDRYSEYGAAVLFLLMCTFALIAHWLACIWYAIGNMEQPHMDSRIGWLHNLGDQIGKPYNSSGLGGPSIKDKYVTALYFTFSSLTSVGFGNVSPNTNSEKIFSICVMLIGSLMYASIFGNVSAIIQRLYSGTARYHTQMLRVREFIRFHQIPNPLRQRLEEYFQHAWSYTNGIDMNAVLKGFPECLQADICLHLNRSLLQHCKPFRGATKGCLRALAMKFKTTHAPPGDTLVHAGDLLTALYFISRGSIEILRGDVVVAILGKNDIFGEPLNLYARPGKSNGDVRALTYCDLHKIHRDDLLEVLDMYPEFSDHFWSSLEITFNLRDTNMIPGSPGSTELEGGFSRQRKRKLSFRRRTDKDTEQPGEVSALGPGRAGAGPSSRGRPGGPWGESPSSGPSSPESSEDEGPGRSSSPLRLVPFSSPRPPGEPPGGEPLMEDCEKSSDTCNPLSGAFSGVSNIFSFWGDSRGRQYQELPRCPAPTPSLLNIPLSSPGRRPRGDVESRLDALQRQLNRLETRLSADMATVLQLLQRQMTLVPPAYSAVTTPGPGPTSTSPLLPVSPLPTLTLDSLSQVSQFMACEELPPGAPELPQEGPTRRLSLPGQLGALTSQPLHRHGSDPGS
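U2OS cells were transduced with wild-type KCNH2 virus (2.03 x 10^8 / mL) for 4 h at room temperature, then cultured overnight at 37 C. Thallium flux was read with FluxOr dye. Rate constants were normalized to DMSO controls.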
A-T KAP1 phos: candidate therapy for ataxia-telangiectasia; […] A-T fibroblasts, KAP-1 phosphorylation AlphaLISA; neocarzinostatin DNA damage 30 min before lysis; Potency, µM (top dose mostly 57.5 µM), for the others: at the highest dose activation, hits mostly activators; hit rate 0.19% among 320,000; note: potency is the fitted concentration of half-maximal effect; % of control where 0% means no effect; nearly all actives have a fitted effect of over 45% in size
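hTERT-immortalized A-T patient fibroblasts ([…]), 500 cells/well in OPTI-MEM, 1% FBS, got compounds for 60 min, then NCS for 30 min at 37C. Lysates were then assayed for phospho-KAP-1 by AlphaLISA (anti-pKAP1 donor, anti-KAP1 acceptor beads), 6 hr at 25C.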
TRPV1 agonist: human TRPV1 agonism; TRPV1-expressing cells, Fluo-8 calcium influx, agonist mode; activation, % at 8.33 µM; hit rate 0.19% among 320,000; AID 540275; in the data active = activation above about 80%; inconclusive = between about 30% and that limit; note: 0% is about no effect
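TRPV1-expressing cells were cultured overnight at 35.5C and loaded with Fluo-8 calcium dye for 40 to 90 min at room temperature. After a 10 s baseline, compound was added and calcium influx was read kinetically for 3 min (ex 480/em 520 nm).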
TSHR antag: blocks TSH signaling through the human TSH receptor; AID 504810; TSHR-expressing cells, TSH-stimulated cAMP HTRF, 2 h; hits give low values; activity change, negative = inhibition, % at 11.5 µM; hit rate 0.2% among 330,000;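 active = activity change below a set negative limit, meaning inhibition stronger than a set level, cut at about -70% in these data; inconclusive = activity change between two set negative limits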; note: % is set by controls: 0 for no effect and ±100 for the full control effect
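Competitive HTRF cAMP read-out (cryptate anti-cAMP antibody, cAMP-d2; 30 min, room temperature) in freshly harvested TSHR cells. Compounds added before TSH at EC80 (4nM final), followed by 2 hours' incubation at 37 deg C.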
TCR activator: activators of T cell receptors; primary human leukocytes, anti-CD3, IL-2 HTRF, 48 h; Potency, µM (titrated, usually from 9.22 µM), for the others: at the highest dose activation of IL-2 secretion, most hits filed as activators; 330,000 tested, under 10 active; note: % of control where 0% means no effect
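IL-2 release read by HTRF sandwich (Eu cryptate donor, d2 acceptor, 665 nm emission) after 48 hr exposure of primary human leukocytes to compound together with anti-CD3 beads in the absence of co-stimulatory signals.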
KCNH2 3.1 inh: blocks the human KCNH2 3.1 channel isoform; hit rate 0.95% among 340,000; U2OS KCNH2 3.1, thallium flux FluxOr; hits give low values; AID 720553; activity change, % (tested at about 1.8 µM);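 active = maximum activity change below -70%; inconclusive = maximum activity change from -70% to -50%; inactive = maximum activity change above -50%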;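 note: thallium influx rate constant from kinetic fluorescence after stimulation buffer; % is set by controls: 0 for no effect and ±100 for the full control effect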
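Measured as rate of thallium-driven FluxOr signal in transduced U2OS cells carrying the 3.1 channel, read kinetically for 2 min upon stimulation; values are rate constants scaled to DMSO control wells.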
An asterisk follows results filed as active. Unless noted, calls come from the whole dose curve; as a rule, active = well fitted curve in the direction sought with a large enough effect; inconclusive = small, poorly fitted or top-dose-only effect, or another doubt; inactive = no such curve, though single readings can be large; an effect the other way counts as inactive or inconclusive.

`CCOC(=O)c1[nH]c2ccc(OCC)cc2c1CCCN1C(=O)c2ccccc2C1=O` gave USP2a block 2%, ELG1 DNA repair inconclusive, Mito fusion act 0%, Eya2 inh 5%, hERG WT inh 6, A-T KAP1 phos 10%, TRPV1 agonist inconclusive, TSHR antag 3 and KCNH2 3.1 inh -21.
O=C(O)c1nccnc1C(=O)Nc1ccc(Oc2c(Cl)cccc2Cl)nc1 was read as USP2a block -2%, ELG1 DNA repair 2%, Mito fusion act 5%, Eya2 inh 7%, hERG WT inh -1, A-T KAP1 phos 5%, TRPV1 agonist 6, TSHR antag 1, TCR activator 3% and KCNH2 3.1 inh 7.
Screening Cn1cccc1Cc1nnc(SCC(=O)N2CCc3ccccc32)n1CCc1ccccc1 returned USP2a block 0%, ELG1 DNA repair inconclusive, Mito fusion act 14%, Eya2 inh -42%, hERG WT inh -1, A-T KAP1 phos -6%, TRPV1 agonist 23, TSHR antag 4, TCR activator -7% and KCNH2 3.1 inh -5.
Screening COc1cc(Cc2nc3ccc(S(=O)(=O)N4CCOCC4)cc3[nH]2)cc(OC)c1OC returned USP2a block 1%, ELG1 DNA repair inconclusive, Mito fusion act -1%, Eya2 inh 4%, hERG WT inh 2, A-T KAP1 phos 6%, TRPV1 agonist 4, TSHR antag -2, TCR activator 1% and KCNH2 3.1 inh 2.
For CC(C)c1nnc(NC(=O)CCC(=O)Nc2ccccc2)s1 the results were USP2a block 5%, ELG1 DNA repair 6%, Mito fusion act 1%, Eya2 inh -6%, hERG WT inh 8, A-T KAP1 phos 0%, TRPV1 agonist 2, TSHR antag -3, TCR activator -5% and KCNH2 3.1 inh -1.
For Cc1cc(=O)[nH]c2ccc(S(=O)(=O)N3CCOCC3)cc12 the results were USP2a block 0%, ELG1 DNA repair 25%, Mito fusion act 0%, Eya2 inh 5%, hERG WT inh 7, A-T KAP1 phos 3%, TRPV1 agonist -4, TSHR antag 31, TCR activator 3% and KCNH2 3.1 inh -4.
Brc1ccc(C2=CC(c3ccco3)n3ncnc3N2)cc1 (centres undefined) was read as USP2a block inconclusive, ELG1 DNA repair -10%, Mito fusion act 11%, Eya2 inh inconclusive, hERG WT inh 5, A-T KAP1 phos 0%, TRPV1 agonist inconclusive, TSHR antag -2, TCR activator -8% and KCNH2 3.1 inh 3.
For CCOC(=O)C1=C(c2ccccc2)Nc2ncnn2C1c1ccc(C(=O)O)cc1 (centres undefined) the results were USP2a block 1%, ELG1 DNA repair 0%, Mito fusion act -2%, Eya2 inh -13%, hERG WT inh 6, A-T KAP1 phos -6%, TRPV1 agonist -1, TSHR antag 4, TCR activator -5% and KCNH2 3.1 inh 11.
Screening O=C(OCc1c(F)cccc1Cl)c1cccc(S(=O)(=O)N2CCOCC2)c1 returned USP2a block -1%, ELG1 DNA repair -4%, Mito fusion act 16%, Eya2 inh 0%, hERG WT inh -1, A-T KAP1 phos 4%, TRPV1 agonist 21, TSHR antag 11, TCR activator -4% and KCNH2 3.1 inh -18.
For Cc1cc(O)c(-c2cc(O)c(C)cc2O)cc1O the results were USP2a block 1%, ELG1 DNA repair -7%, Mito fusion act -10%, Eya2 inh -8%, hERG WT inh 0, A-T KAP1 phos -19%, TRPV1 agonist -2, TSHR antag -2, TCR activator 5% and KCNH2 3.1 inh -31.
For OC1NC(=S)N(c2ccccc2)C1O (centres undefined) the results were USP2a block 1%, ELG1 DNA repair 17%, Mito fusion act 2%, Eya2 inh 9%, hERG WT inh -6, A-T KAP1 phos 0%, TRPV1 agonist 1, TSHR antag 0, TCR activator 1% and KCNH2 3.1 inh -27.
For COC(=O)c1c(C)nn(-c2ccccc2)c1-n1cccc1 the results were USP2a block -1%, ELG1 DNA repair inconclusive, Mito fusion act 7%, Eya2 inh 17%, hERG WT inh -4, TRPV1 agonist 3, TSHR antag 4, TCR activator 2% and KCNH2 3.1 inh 0.
C(=C\c1ccco1)/C=N/n1cnnc1 was read as USP2a block 0%, ELG1 DNA repair 4%, Mito fusion act 3%, Eya2 inh -5%, hERG WT inh -8, A-T KAP1 phos inconclusive, TRPV1 agonist 1, TSHR antag 3, TCR activator 5% and KCNH2 3.1 inh -10.
For CCN(CC)c1ncnc2sc3c(c12)CCC3 the results were USP2a block 0%, ELG1 DNA repair 15µM*, Mito fusion act -1%, Eya2 inh 8%, hERG WT inh -19, A-T KAP1 phos 1%, TRPV1 agonist 23, TSHR antag -5 and TCR activator -2%.
`O=C(Cn1c(=O)sc2ccccc21)Nc1nc2c(s1)CCCC2` gave USP2a block 4%, ELG1 DNA repair 14%, Eya2 inh 10%, hERG WT inh -14, A-T KAP1 phos -1%, TRPV1 agonist 26, TSHR antag 19, TCR activator 13% and KCNH2 3.1 inh -5.
`C#CCOCCOCCOCCNc1nc(N2CCN(C(=O)Cn3cc(CC(C)O)nn3)CC2)nc(N2CCN(C(=O)[C@H]([C@@H](C)CC)n3cc(CCCN=C(N)N)nn3)CC2)n1` (some centres undefined) gave USP2a block 0%, ELG1 DNA repair 10%, Mito fusion act -1%, Eya2 inh 8%, hERG WT inh 6, A-T KAP1 phos 6%, TRPV1 agonist -1, TSHR antag 0, TCR activator 6% and KCNH2 3.1 inh 14.
O=C(NC1CCCc2ccccc21)c1cccnc1 (centres undefined) was read as USP2a block 5%, ELG1 DNA repair -4%, Mito fusion act -2%, Eya2 inh 27%, hERG WT inh -6, A-T KAP1 phos 1%, TRPV1 agonist 2, TSHR antag 6, TCR activator 8% and KCNH2 3.1 inh -5.
`C=CCn1c(SCC(=O)NC(C)(C)C)nnc1-c1ccccc1O` gave USP2a block 5%, ELG1 DNA repair -1%, Mito fusion act -3%, Eya2 inh -32%, hERG WT inh -49, A-T KAP1 phos -2%, TRPV1 agonist -2, TSHR antag 11, TCR activator 1% and KCNH2 3.1 inh -24.
Screening CCn1c(CSCc2ccc(C)cc2)nnc1SCC(=O)NCc1ccccc1 returned USP2a block 2%, ELG1 DNA repair 3%, Mito fusion act -2%, Eya2 inh -8%, hERG WT inh 5, A-T KAP1 phos -8%, TSHR antag 9, TCR activator -4% and KCNH2 3.1 inh 0.
Screening Nc1nc(CSc2nc3ccccc3s2)nc(N2CCCCC2)n1 returned USP2a block -1%, ELG1 DNA repair -11%, Mito fusion act -9%, Eya2 inh -4%, hERG WT inh 6, A-T KAP1 phos -9%, TRPV1 agonist 8, TSHR antag -26, TCR activator -3% and KCNH2 3.1 inh 2.
Screening CCCOc1ccc(Cc2c(COCC)[nH]c(=S)[nH]c2=O)cc1 returned USP2a block 2%, ELG1 DNA repair 1%, Mito fusion act 4%, Eya2 inh -8%, hERG WT inh -4, A-T KAP1 phos -1%, TRPV1 agonist -3, TSHR antag 0, TCR activator -7% and KCNH2 3.1 inh -8.
For CCOC(=O)C1(C)NC(c2ccccc2F)C2C(=O)N(CC)C(=O)C21 (centres undefined) the results were USP2a block 0%, ELG1 DNA repair 9%, Mito fusion act -2%, Eya2 inh inconclusive, hERG WT inh 2, A-T KAP1 phos -1%, TRPV1 agonist 1, TSHR antag 0 and KCNH2 3.1 inh -8.
Screening Cc1noc(NS(=O)(=O)c2ccc(NC(=O)Cc3ccc([N+](=O)[O-])cc3)cc2)c1C returned USP2a block 0%, ELG1 DNA repair -2%, Mito fusion act 2%, Eya2 inh 5%, hERG WT inh 10, A-T KAP1 phos 4%, TRPV1 agonist 1, TSHR antag 5, TCR activator -18% and KCNH2 3.1 inh -21.
`CC(C)CC(NS(=O)(=O)c1cccc(C(=O)O)c1)C(=O)O` (centres undefined) gave USP2a block 0%, ELG1 DNA repair 19%, Mito fusion act -4%, Eya2 inh 4%, hERG WT inh -6, A-T KAP1 phos -3%, TRPV1 agonist -4, TSHR antag 15, TCR activator 5% and KCNH2 3.1 inh 3.
For CC(C)c1ccc(OCc2ccc(C(=O)N3CCN(c4ccccn4)CC3)cc2)cc1 the results were USP2a block 1%, ELG1 DNA repair -17%, Mito fusion act -2%, Eya2 inh -17%, hERG WT inh -15, A-T KAP1 phos 6%, TRPV1 agonist 10, TSHR antag -19, TCR activator 6% and KCNH2 3.1 inh -72*.
`O=[N+]([O-])c1cccc(Cl)c1CSc1ccccn1` gave USP2a block -1%, ELG1 DNA repair 9%, Mito fusion act 5%, Eya2 inh 3%, hERG WT inh inactive, A-T KAP1 phos -4%, TRPV1 agonist 11, TSHR antag -1, TCR activator 2% and KCNH2 3.1 inh 3.
`C/C(=N/NC(=O)CNC(=O)C(c1ccccc1)c1ccccc1)c1ccco1` gave USP2a block 0%, ELG1 DNA repair inconclusive, Mito fusion act -2%, Eya2 inh 11%, hERG WT inh 9, A-T KAP1 phos -4%, TRPV1 agonist 1, TSHR antag 0, TCR activator 3% and KCNH2 3.1 inh 6.

Bioassay records (PubChem)

Not all compounds are listed, so the mix of outcomes need not match the whole.
